CSN deneddyl inh = inhibitors of CSN-mediated cullin deneddylation, primary screen, biochemical, fluorescence polarization, uHTS; AID 651999, 2013; COP9 signalosome complex subunit 5 (Homo sapiens), Q92905; actives 0.38% (n = 360,000); Purified CSN, SCF-Nedd8-OG deneddylation; inhibition, % at 12.5 µM;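 active = pattern-corrected inhibition above about 35%, with an unprinted fluorescence ratio check between 0.5 and 1.5, limit read from the data, passing the limit was not always enough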;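 also: 0% = enzyme with substrate and 100% = substrate without enzyme; some results filed as inactive read as strong as hits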
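Assay system: Purified human Csn5 enzyme expressed in HEK293T cells | Amount: Enzyme 0.24 nM | Measured by: Fluorescence polarization readout | Medium: Tris/NaCl/DTT buffer, pH 7.5 | Compound dosing: One concentration, 12.5 µM, 0.25% DMSO | Times: 90 min incubation of compound, enzyme and substrate at room temperature | Control set: no-enzyme wells high, enzyme-with-substrate wells low | Read-out: % inhibition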
SUMO1-SIM PPI = modulators of SUMO1 protein-protein interactions, primary screen, biochemical, uHTS. inhibition, % at 20 µM. Small ubiquitin-related modifier 1 (Homo sapiens), P63165. actives 0.33% (n = 360,000). SUMO1 binding to a labelled peptide, TR-FRET, 1 h; in the data active = inhibition above about 37%
Target sequence (P63165 whole entry, looked up): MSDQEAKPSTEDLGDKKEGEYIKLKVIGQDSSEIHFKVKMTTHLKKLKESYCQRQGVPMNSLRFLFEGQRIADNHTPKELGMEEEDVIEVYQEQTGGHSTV
STEP inh = STEP phosphatase inhibitors, primary screen, biochemical, fluorescence intensity, uHTS | Tyrosine-protein phosphatase non-receptor type 5 (Homo sapiens), P54829 | recombinant STEP, OMFP fluorogenic substrate | inhibition, % at 20 µM | actives 0.25% (n = 360,000) | AID 588621, 2011;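 active = inhibition at 20 µM, scaled per plate between control wells, above about 37%, limit read from the data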;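 also: 0% = DMSO with enzyme and substrate and 100% = substrate only without enzyme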
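material = STEP tyrosine phosphatase | reagent = fluorogenic phosphatase substrate OMFP at 25 µM final | doses = single compound dose of 20 µM, 1% DMSO final | schedule = 20 min reaction, room temperature, in the dark | measured by = fluorescence, 480/540 nm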
NadD block = inhibitors of S. aureus NadD, primary screen, biochemical, colorimetric, uHTS; Nicotinate-nucleotide adenylyltransferase NadD (Staphylococcus aureus N315); purified NadD enzyme, colorimetric absorbance read-out; inhibition, % at 20 µM; actives 0.78% (n = 360,000); in the data active = inhibition above about 26%; also: some compounds past the cut are filed as inactive
MsrA inh = bovine MsrA enzyme inhibitors, primary screen, biochemical, absorbance, HTS; purified bovine MsrA, absorbance read-out; inhibition, % at 15.5 µM; actives 0.75% (n = 360,000); AID 651718, 2012; in the data active = inhibition above about 4.5%;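 also: 0% = vehicle wells with enzyme and 100% = reference inhibitor wells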
Scp-1 inhibitor = Scp-1 phosphatase inhibitors, primary screen, biochemical, colorimetric, uHTS. Recombinant Scp1, phosphopeptide, malachite green phosphate absorbance. inhibition, % at 20 µM. actives 0.88% (n = 340,000). Carboxy-terminal domain RNA polymerase II polypeptide A small phosphatase 1 (Homo …;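 active = inhibition above about 50% at 20 µM, limit read from the data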;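 also: plate controls were DMSO wells with enzyme for no effect and wells lacking enzyme for full effect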
Target sequence (Q9GZU7 76-261 limits assumed): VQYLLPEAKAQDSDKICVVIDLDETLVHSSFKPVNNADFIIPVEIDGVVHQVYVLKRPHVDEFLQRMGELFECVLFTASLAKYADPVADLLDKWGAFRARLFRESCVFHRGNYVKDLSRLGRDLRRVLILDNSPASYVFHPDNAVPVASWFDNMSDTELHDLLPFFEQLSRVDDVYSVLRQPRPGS
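Assay system: SCP-1 catalytic fragment, aa 76-261 | Buffer or medium: Tris acetate buffer pH 5.5 with MgCl2 and Tween-20 | Compound: One concentration, 20 µM, with 1.0% DMSO | Also added: Phospho 17-mer peptide substrate | Signal: Absorbance at 630 nm | Incubation: 45 min enzyme reaction at room temperature | Measure: % inhibition of SCP-1 phosphate liberation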
LMPTP block = LMPTP phosphatase inhibitors, primary screen, biochemical, fluorescence intensity, uHTS. recombinant LMPTP-A, OMFP fluorogenic substrate. inhibition, % at 20 µM. Low molecular weight phosphotyrosine protein phosphatase (Homo sapiens), P24666. actives 0.22% (n = 360,000);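 active = compounds that cut the enzyme signal by at least half of the control window in the single-dose screen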;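 also: plate controls were DMSO wells with enzyme plus substrate for no effect and substrate without enzyme for full effect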
Target sequence (P24666 whole entry, looked up): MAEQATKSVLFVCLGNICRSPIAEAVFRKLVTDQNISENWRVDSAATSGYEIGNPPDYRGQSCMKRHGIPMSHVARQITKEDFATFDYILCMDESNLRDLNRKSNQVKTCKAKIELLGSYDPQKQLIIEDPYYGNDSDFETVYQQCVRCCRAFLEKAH
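Test system: LMPTP-A phosphatase enzyme. Amount: LMPTP-A at 0.625 nM final in the reaction. Reagent: OMFP substrate, 400 µM final. Times: 50 min at room temperature. Signal: endpoint fluorescence intensity from OMFP dephosphorylation. Read-out basis: % inhibition. Benchmarks: no-enzyme and uninhibited controls.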
Tb MetRS inh = T. brucei MetRS inhibitors, primary screen, biochemical, luminescence. methionyl-tRNA synthetase (Trypanosoma brucei brucei). purified T. brucei MetRS, ATP depletion, Kinase-Glo luminescence. inhibition, % at 11.9 µM. actives 0.4% (n = 360,000). AID 624268, 2012;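 active = inhibition above a per-plate cutoff of the control wells' mean inhibition plus 3 SD, cut at about 5.5% in these data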;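 also: 0% = DMSO wells median and 100% = median of wells with control inhibitor compound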
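System: purified T. brucei MetRS enzyme / Detection: Kinase-Glo luciferase luminescence reporting remaining unconsumed ATP / Medium: HEPES buffer with MgCl2, KCl, DTT, spermine, BSA, pyrophosphatase / Replication: singlicate, one well per compound / Evaluation: percent inhibition relative to median high and low control wells / Schedule: 2 h aminoacylation at 25 °C after 15 min preincubation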
DNMT1 inh = human DNMT1 methyltransferase inhibitors, primary screen, biochemical, molecular beacon, fluorescence, HinP1I cleavage, uHTS; DNA (cytosine-5)-methyltransferase 1 (Homo sapiens), P26358; inhibition (reported as % activation of signal), % at 10 µM; actives 0.83% (n = 360,000); AID 588458, 2011; in the data active = inhibition above about 50%
Rpn11 block = Rpn11 (PSMD14) deubiquitinase inhibitors, primary screen, biochemical, fluorescence polarization, uHTS. human 26S proteasome, Ub4-pepOG fluorescence polarization; 20S core pre-blocked with epoxomicin. actives 0.59% (n = 360,000). calls only at 20 µM. 26S proteasome non-ATPase regulatory subunit 14 (Homo sapiens), O00487;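 active = inhibition at 20 µM, scaled to each plate's controls, above about 33%, limit read from the data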
Target sequence (O00487 whole entry, looked up): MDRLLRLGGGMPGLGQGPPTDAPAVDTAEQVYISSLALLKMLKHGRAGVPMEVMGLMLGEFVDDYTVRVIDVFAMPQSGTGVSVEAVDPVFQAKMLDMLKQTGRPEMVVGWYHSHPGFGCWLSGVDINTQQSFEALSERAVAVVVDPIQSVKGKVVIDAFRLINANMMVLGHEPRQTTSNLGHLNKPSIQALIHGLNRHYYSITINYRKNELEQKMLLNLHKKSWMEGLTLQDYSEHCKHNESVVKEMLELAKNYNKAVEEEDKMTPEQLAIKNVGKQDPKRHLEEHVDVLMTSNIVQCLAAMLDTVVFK
Starred values were filed as active, the others as inactive; i = inactive; . = not tested or not shown; & = joins results of further samples.

CSN deneddyl inh,SUMO1-SIM PPI,STEP inh,NadD block,MsrA inh,Scp-1 inhibitor,LMPTP block,Tb MetRS inh,DNMT1 inh,Rpn11 block,molecule
-3,-2,6,-19,0.2,30,-0.5,-1.1,9,i,Cc1ccccc1-c1nc2sc3c(c2c(=O)o1)CCC3
-2,-5,.,7,-1.8,.,-2.2,-0.8,.,.,CC(C)C[C@H]1CN(CCCC[C@@H]2CNC(=O)C(=O)N2CCc2ccccc2)C(=O)C(=O)N1CCc1ccc(O)cc1
3,3,1,-7,1.8,-5,0.0,-0.8,0,i,COc1ccccc1N1CCN(S(=O)(=O)c2c(C)sc3ncn(CC(=O)NCCN(C)C)c(=O)c23)CC1
1,2,1,3,0.1,0,0.3,0.5,-17,i,O=C(COC(=O)Cc1cccc(C(F)(F)F)c1)NCC1CCCO1 (configuration not stated)
4,-1,0,-5,-0.4,22,-0.9,-0.8,6,i,CCSC(=O)NC1CCCCC1
-2,0,-2,0,0.3,.,1.6,-0.3,-4,i,CCc1ccc(CNC(=O)c2ccc3nc(C4CCCCC4)oc3c2)nc1
2,2,-1,-7,0.6,1,0.8,-0.9,3,i,CC(=O)Nc1ccc(S(=O)(=O)N2CCC(C(=O)c3ccc(Cl)cc3)CC2)cc1
4,-1,0,4,0.3,1,-0.6,0.2,0,i,CCOc1ccc(NC(=O)Cn2nc(-c3ccccc3Cl)n(CC)c2=S)cc1
-3,-10,-1,2,2.9,-7,-0.5,-0.1,2,i,CCN(CC(=O)Nc1ccc(NC(C)=O)cc1)C(=O)/C=C/c1ccc(C)o1
5,-6,-2,2,1.7,-6,-2.1,-0.4,-1,i,CN(C)CCNc1oc(-c2ccccc2Cl)nc1S(=O)(=O)c1ccccc1
-1&-18,-3&-2,4&0,-3&1,1.0,-5,-2.0&0.0,-1.4&-0.4,-1&-2,i,COc1ccc(CCN(C)C(=O)C2CCCN(Cc3ccc(OC)c(OC)c3)C2)cc1OC (configuration not stated)
0,4,-1,-5,0.0,.,1.0,0.1,-10,i,O=C(CCN1C(=O)NC2(CCCC2)C1=O)Nc1ccc(Sc2ccc(Br)cc2)cc1
-8,-33,2,-3,0.4,-6,-1.3,0.5,2,i,O=C(CSc1n[nH]c(=O)n1C1CC1)Nc1ccc(F)c([N+](=O)[O-])c1
-6,5,1,6,-0.5,4,-0.7,-0.2,-1,i,O=C(Nc1cccc(C(=O)N2CCOCC2)c1)c1cncc(Br)c1
-3,6,0,1,0.6,-8,3.5,-0.1,-6,i,COC(=O)[C@]1(CC(C)C)N[C@H](c2ccc(-c3ccc(F)cc3)cc2)[C@@H]2C(=O)N(C)C(=O)[C@@H]21
-5,-3,-3,-3,-1.2,-6,0.2,-0.2,1,i,C[C@H](NC(=O)c1nc[nH]c1C(=O)N1CCN(C(=O)OC(C)(C)C)CC1)C(=O)OC(C)(C)C

Reprinted from the listing (5 entries):
CSN deneddyl inh,SUMO1-SIM PPI,STEP inh,NadD block,MsrA inh,Scp-1 inhibitor,LMPTP block,Tb MetRS inh,DNMT1 inh,Rpn11 block,molecule
-3,-10,-1,2,2.9,-7,-0.5,-0.1,2,i,CCN(CC(=O)Nc1ccc(NC(C)=O)cc1)C(=O)/C=C/c1ccc(C)o1
5,-6,-2,2,1.7,-6,-2.1,-0.4,-1,i,CN(C)CCNc1oc(-c2ccccc2Cl)nc1S(=O)(=O)c1ccccc1
-1&-18,-3&-2,4&0,-3&1,1.0,-5,-2.0&0.0,-1.4&-0.4,-1&-2,i,COc1ccc(CCN(C)C(=O)C2CCCN(Cc3ccc(OC)c(OC)c3)C2)cc1OC (configuration not stated)
0,4,-1,-5,0.0,.,1.0,0.1,-10,i,O=C(CCN1C(=O)NC2(CCCC2)C1=O)Nc1ccc(Sc2ccc(Br)cc2)cc1
-8,-33,2,-3,0.4,-6,-1.3,0.5,2,i,O=C(CSc1n[nH]c(=O)n1C1CC1)Nc1ccc(F)c([N+](=O)[O-])c1

Further records follow:
CSN deneddyl inh,SUMO1-SIM PPI,STEP inh,NadD block,MsrA inh,Scp-1 inhibitor,LMPTP block,Tb MetRS inh,DNMT1 inh,Rpn11 block,molecule
-4,3,2,-6,0.8,4,0.2,-0.5,-5,i,COC(=O)C1CCN(CC(=O)Nc2ccc(C(=O)Nc3ccccc3OC)cc2)CC1
10,2,-2,-3,1.3,-2,-1.0,2.6,2,i,Clc1ccc2nc(N3CCCCC3)[nH]c2c1
0,1,0,0,0.0,3,-0.9,-0.1,0,i,Cc1onc(C(=O)N2CCC(C(N)=O)CC2)c1-c1ccccc1Cl
-8,1,0,0,0.1,-17,1.4,-0.3,0,i,COc1ccc(OC)c(NC(=O)c2cc(-c3c(C)cc(C)cc3O)n[nH]2)c1
-1,-5,-6,1,1.7,.,-1.8,-0.8,-1,i,CC1=C(C(=O)N2CCOCC2)CC(CC(=O)NCCc2ccccn2)C(=O)N1CCC1=CCCCC1 (configuration not stated)
-4,5,-2,0,0.4,4,-0.3,-0.2,3,i,NC1=NN=C(N2N=C(c3ccco3)CC2(O)C(F)(F)F)n2ncnc2C1 (configuration not stated)
-3,-2,-1,4,0.9,1,-1.5,-0.1,5,i,CSc1nc2ccccc2c(=O)n1N
-2,1,-1,1,2.0,-6,-0.3,0.0,1,i,Cc1cc(=O)oc2c(C)c(OCC(=O)NCCN3CCOCC3)ccc12
-2,4,-1,-3,-0.5,-10,1.5,0.2,3,i,C=CCSc1nc2sc3c(c2c(=O)[nH]1)CC(C)(C)OC3
2,9,2,-6,0.0,-3,-1.6,0.2,2,i,CC1CCCCC1NC(=O)C1CCN(C(=O)NC2CCCCC2)CC1 (configuration not stated)
0,-1,0,-6,2.4,-3,-1.4,0.7,-3,i,Cc1[nH]c(=O)[nH]c(=O)c1CSCC(=O)OCC(=O)c1ccc(Br)cc1
-1,-4,-3,1,0.0,5,-1.4,-1.0,4,i,OC1CCCN(Cc2ccccc2)C1 (configuration not stated)
1,1,-1,-4,-0.5,-4,-2.7,-0.7,4,i,O=C(CNCCN1CCOCC1)Nc1ccccc1Sc1ccccc1
1,15,3,10,1.0,-14,0.2,0.3,0,i,CNNC(=S)Nc1ccc(Cl)cc1
-2,0,-1,0,-1.2,-2,0.9,-0.2,0,i,COc1ccccc1N1CCN(C(=O)c2cc3cc(Cl)ccc3[nH]2)CC1
2,-6,0,3,48*,.,-1.6,-0.3,0,i,O=C(NCc1cccnc1)c1cc(C2CCCN(C(=O)c3ccccn3)C2)on1 (configuration not stated)
1,-18,2,-10,3.5,-2,-1.4,38*,-3,i,COC(=O)c1sc(-c2ccc(Cl)cc2)cc1NC(=O)COCC(=O)O
-2,-3,4,-9,.,-3,0.1,-1.7,-7,i,CCCCN(C)S(=O)(=O)c1cc(Br)cc2c1N(C(=O)C1CC1)CC2
3,5,1,1,0.8,-9,-4.0,-0.1,7,i,CCOc1ccc(NC(=O)c2ccc(NC(=O)c3ccccc3Br)cc2)cc1
-5,0,0,-5,-0.9,28,0.0,0.5,7,i,Cc1cc(C)cc(Oc2ccc(-c3nnc(-c4ccccc4)o3)cc2[N+](=O)[O-])c1
1,-1,-3,-10,0.3,-15,1.1,-0.2,-4,i,Fc1cccc(-n2ncc(-c3nnnn3-c3ccccc3)c2C(F)(F)F)c1
0,-17,-4,0,0.9,-3,-1.0,-0.6,0,i,CC(/C=C/c1ccccc1)=N\NC(=O)c1ccncc1
0,-10,-2,2,2.2,-3,-0.9,-0.8,1,i,Cc1cc(C)nc(SCC(=O)N/N=C\c2sccc2C)n1
-5,2,-1,-1,-1.0,16,0.5,-0.2,7,i,Cc1ccnc(NS(=O)(=O)c2ccc(NC(=O)C3C4C=CC(C4)C3C(=O)O)cc2)n1 (configuration not stated)

High-throughput results from PubChem.
